# NCI-60 one-dose screen, 48 h, at 10 µM unless noted. Numbers give growth in % (100 = growth as untreated, 0 = no growth, -100 = all killed).
# LOX IMVI: LOX IMVI melanoma. actives 7.4% (n = 79,000). AID 1794757
# SK-MEL-28: SK-MEL-28 melanoma; actives 4.1% (n = 81,000)
# UACC-257: UACC-257 melanoma; actives 4.4% (n = 78,000)
# SK-MEL-5: SK-MEL-5 melanoma; actives 6.4% (n = 80,000); AID 1794755
# MALME-3M: MALME-3M melanoma. actives 5.8% (n = 78,000). AID 1794766
# SK-MEL-2: SK-MEL-2 melanoma. actives 4.7% (n = 77,000)
# T-47D: T-47D breast cancer | actives 5% (n = 79,000)
# HS 578T: HS 578T breast cancer; actives 4.1% (n = 78,000)
# Numbers without * were called inactive; nt = no result given; & = joins results of further samples. How the source made its calls: active means growth percent below 10; inactive means the rest.
# Order of results – UACC-257, T-47D, LOX IMVI, HS 578T, SK-MEL-5, SK-MEL-2, SK-MEL-28, MALME-3M
O=C(c1cc2n(n1)CC(c1ccccc1)N2)N1CCCCC1 (stereo not given)
 : 103.2, nt, 103.4, 99.7, 99.4, 112.3, 104.4, 90.6
CC(CO)CC(=O)c1c2c(c3oc(=O)cc(-c4ccccc4)c3c1O)C=CC(C)(C)O2 (stereo not given)
 : 101.7, 99.0, 93.8, 82.7, 90.6, 113.9, 87.5, 93.8
Cc1cc(C(=O)Nc2cc(Nc3ncccc3-c3ncnc4nc[nH]c34)ccc2F)cc(C(C)(C)C#N)c1
 : 24.5, 47.0, -9.5*, 44.6, 27.1, 8.8*, 10.9, 12.9
COc1ccc(-c2nsc3c2NC(=O)CC3c2cccc(Cl)c2)cc1 (stereo not given)
 : 45.0, 35.3, 43.7, 37.6, 23.0, -14.4*, 49.8, 26.2
COc1cccc(F)c1
 : 115.2, 96.0, 109.0, 104.6, 108.4, 103.7, 114.1, nt
CCOC(=O)c1cnc2c(C)cc(C)cc2c1NCCCN(C)C
 : nt, 54.5, 23.2, 65.7, 46.5, nt, 76.2, 51.0
NC(=O)C(c1ccc(Cl)cc1)C(C(N)=O)c1ccc(Cl)cc1 (stereo not given)
 : 101.2, 106.0, 102.1, 97.4, 106.6, 112.7, 104.1, 108.0
O=C(NNC(=O)c1ccccc1)c1ccccc1
 : 97.7, 87.5, 101.7, 123.4, 102.9, 100.8, 109.3, nt
O=C(Nc1ccc2ccccc2c1)OC1CCS(=O)(=O)C1 (stereo not given)
 : 114.8, 100.3, 88.4, 90.0, 97.4, 120.5, 99.9, 96.3
O/N=C/c1ccc(O)cc1
 : 240.3, 98.3, 100.1, 94.4, 88.7, nt, 101.8, 103.8
Cc1cc(N(CCOS(C)(=O)=O)CCOS(C)(=O)=O)ccc1C=Nc1ccc(-c2nc(Cc3ccccc3)sc2C)cc1
 : 6.0*, 20.5, 34.9, 79.8, 45.2, 86.3, nt, 58.0
CCOC(=O)c1cc(C(=O)c2ccc(Br)cc2)n2ccc(/C=C/c3cc[n+](CC(=O)c4ccc(Br)cc4)cc3)cc12
 : 95.0, 93.3, 72.7, 107.2, 69.7, 94.1, 86.5, 57.9
COc1cccc2c(OC)cccc12
 : 113.2, 109.9, 104.9, nt, 104.1, 113.0, 104.2, 110.8
CSC1C2C(N)=NNC(c3ccccc3)=NC2=Nc2c(C#N)cnn21 (stereo not given)
 : 96.6, 92.6, 99.4, 92.3, 96.0, 102.5, 111.5, 100.6
COc1ccc(N=Nc2c(Nc3ccccc3)[nH][nH]c2=O)cc1
 : 129.6, 99.1, 124.8, 96.0, 93.3, 104.7, 110.4, 108.8
O=C1Nc2ccccc2B(O)N1c1cc(C(F)(F)F)cc(C(F)(F)F)c1
 : nt, 93.9, 94.5, 102.8, 74.2, 111.5, 88.3, 99.9
OC(CCN1CC2CCC(CC2)C1)(Cc1ccccc1)c1ccco1 (stereo not given)
 : 108.0&103.6, 92.9&93.8, 89.1&74.0, 95.1, 102.2&105.6, 102.3&93.2, 113.0&116.9, 97.6
Cc1ccc2ccccc2c1CC(=O)O
 : 107.0, 96.5, 92.7, 96.5, 102.8, 105.2, 104.2, 92.6
O=C1CSCC(=O)O1
 : 104.2, 106.6, 108.2, 112.5, 100.5, 109.9, 110.1, 103.6
CCOC(=O)C1CN(C(=O)OCC)C/C1=N/NC(N)=O (stereo not given)
 : 102.8, 95.3, 103.6, 110.6, 97.0, 108.2, 111.0, 105.9
CCOC(=O)c1[nH]c(C)cc1C
 : 97.3, 105.6, 109.3, 118.1, 101.3, 99.0, 108.8, 121.3
N#CC(c1ccccc1)C(c1ccccc1)c1ccccc1 (stereo not given)
 : 95.1, 88.5, 86.5, 80.4, 95.6, 89.0, 100.4, nt
CC(C)CNCC(O)COc1ccccc1 (stereo not given)
 : 115.5, 104.0, 101.9, 112.7, 105.0, 103.3, 124.5, nt
CCOC(=O)c1cccc(C)c1O
 : 99.7, 116.6, 95.3, 121.6, 109.1, 93.1, 102.8, 106.2
CC(C)(C)Nc1c(-c2c(O)c3ccccc3oc2=O)nc2sccn12
 : nt, 101.8, 100.7, 111.1, 105.0, 112.5, 115.1, 96.4
NC(=O)NCNC(N)=O
 : 102.3, 114.5, 103.5, 111.2, 106.1, 112.3, 105.9, 128.5
CCCC/C=N/N1C(=S)N(Cc2ccccc2)[C@]23OC(N)=C(C#N)[C@]12C(=O)c1ccccc13
 : 88.5, 89.2, 88.7, 92.5, 98.2, 105.1, 113.2, 105.3
O=C(/C=C(/C=C/c1ccc(F)cc1)OB(F)F)/C=C/c1ccc(F)cc1
 : 94.3, 81.2, 94.9, 86.2, 96.0, 109.2, 105.5, 97.9
COc1ccccc1CN1C(=O)C2C/C(=C\N(C)C)C(=O)N2C1N(C)C (stereo not given)
 : 74.0, 90.4, 98.3, 94.1, 93.1, 92.0, 103.6, 99.3
O=C(OCC1CCCO1)c1ccc([N+](=O)[O-])cc1 (stereo not given)
 : 85.5, 84.8, 104.1, 96.7, 103.8, 102.7, 107.9, 105.6

# Compound profiles, from the list above:
# Listed for `CCOC(=O)c1cnc2c(C)cc(C)cc2c1NCCCN(C)C` → UACC-257 = nt; T-47D = 54.5; LOX IMVI = 23.2; HS 578T = 65.7; SK-MEL-5 = 46.5; SK-MEL-2 = nt; SK-MEL-28 = 76.2; MALME-3M = 51.0
# Listed for `CC(C)(C)Nc1c(-c2c(O)c3ccccc3oc2=O)nc2sccn12` → UACC-257 = nt; T-47D = 101.8; LOX IMVI = 100.7; HS 578T = 111.1; SK-MEL-5 = 105.0; SK-MEL-2 = 112.5; SK-MEL-28 = 115.1; MALME-3M = 96.4

# Retrieved one by one from the entries so far (five):
# Order of results – UACC-257, T-47D, LOX IMVI, HS 578T, SK-MEL-5, SK-MEL-2, SK-MEL-28, MALME-3M
CC(C)CNCC(O)COc1ccccc1 (stereo not given)
 : 115.5, 104.0, 101.9, 112.7, 105.0, 103.3, 124.5, nt
NC(=O)NCNC(N)=O
 : 102.3, 114.5, 103.5, 111.2, 106.1, 112.3, 105.9, 128.5
CCOC(=O)c1[nH]c(C)cc1C
 : 97.3, 105.6, 109.3, 118.1, 101.3, 99.0, 108.8, 121.3
COc1ccccc1CN1C(=O)C2C/C(=C\N(C)C)C(=O)N2C1N(C)C (stereo not given)
 : 74.0, 90.4, 98.3, 94.1, 93.1, 92.0, 103.6, 99.3
N#CC(c1ccccc1)C(c1ccccc1)c1ccccc1 (stereo not given)
 : 95.1, 88.5, 86.5, 80.4, 95.6, 89.0, 100.4, nt

# Following part:
# Order of results – UACC-257, T-47D, LOX IMVI, HS 578T, SK-MEL-5, SK-MEL-2, SK-MEL-28, MALME-3M
CCN(CC)CCNc1ncnc2c1[nH]c1ccc(Br)cc12
 : 108.6, 94.9, 101.0, 110.3, 100.6, 96.6, 105.7, 116.0
CCCNC1(C#N)CCN(Cc2ccccc2)CC1
 : 106.1, 79.7, 96.1, 101.0, 106.9, 98.5, 113.3, 96.7
CC(=O)c1cnc2sc(C(=O)Nc3ccccc3)c(N)c2c1
 : 101.7, 93.7, 104.6, 105.6, 98.5, 106.6, 107.9, nt
CCCC(=O)Nc1ncnc2c1ncn2C1O[C@@H]2COP(=O)(O)O[C@H]2[C@H]1OC(=O)CCC (stereo not given in full)
 : 101.8, 109.3, 106.0, 96.8, 100.9, 117.2, 106.8, nt
COc1cc(C)ccc1Oc1ccc([N+](=O)[O-])cc1
 : 99.5, 93.2, 91.0, 106.3, 95.0, 100.6, 113.5, 118.1
CC(C)(C)c1cc(-c2cc(C(C)(C)C)nc(N)n2)nc(N)n1
 : 90.5, nt, 101.7, 99.5, 100.4, 111.9, 107.9, 95.1
NC(N)=NNCCOc1c(Cl)cccc1Cl
 : 104.7, 96.5, 102.6, 101.7, 114.1, 108.7, 103.9, 120.7
COc1ccc(-c2c(N)n[nH]c2-c2cc(OC)c(OC)c(OC)c2)cc1
 : 59.2, 75.1, 43.2, -8.3*, 0.8*, nt, 50.4, 39.3
CC(=O)N1c2ccccc2Sc2ccccc21
 : 107.3, 106.2, 97.3, 97.5, 102.4, 140.7, 106.5, 97.7
CC(C)C1=C[C@@]23CC[C@H]4C(C)(C(=O)N=C=S)CCC[C@]4(C)[C@H]2C[C@@H]1[C@H]1C(=O)CCC(=O)[C@H]13 (stereo not given in full)
 : 102.9, 93.0, 103.9, 102.8, 92.6, 109.0, 110.1, 97.9
c1ccc(Nc2nn3c(-c4ccccc4)ccnc3c2-c2ccccc2)cc1
 : 109.1, 82.3, 89.5, 94.5, 98.5, 93.4, 94.5, 114.2
CC(=O)c1sc(-c2cccc(C)c2)cc1O
 : 100.8, 82.3, 110.0, 97.9, 108.2, 120.1, 105.2, 100.3
CCOC(=O)c1ccc(-n2c(C)nc3ncccc3c2=O)cc1
 : 72.2, 94.1, 98.0, 100.7, 95.2, 90.4, 102.5, 91.8
COc1cccc(\C=N/N=C(N)/C(N)=N\N=C/c2cccc(OC)c2O)c1O
 : 108.0, 94.4, 102.9, nt, 100.3, 108.1, nt, 105.6
COc1cc(NS(=O)(=O)c2ccc(N)cc2)nc(OC)n1
 : 101.4, 99.9, 91.1, 107.3, 108.2, 114.1, 120.2, 100.3
O=C(O)c1cccc2ccc3c(c12)Nc1ccc2ccccc2c1S3
 : 80.0, 70.4, 91.2, 100.4, 96.8, 72.3, 102.2, 89.1
COc1cc(NCCCCCNC2CCCCC2)c2ncccc2c1
 : 109.2, 83.1, 85.6, 81.1, 84.8, 98.3, 91.4, 118.0
C=C(C)[C@@H]1CC[C@]2(C(=O)N[C@@H](Cc3ccccc3)C(=O)O)CC[C@]3(C)[C@H](CC[C@@H]4[C@@]5(C)Cc6c([nH]c7ccccc67)C(C)(C)[C@@H]5CC[C@]43C)[C@@H]12
 : 70.4, 46.6, 36.4, 38.4, 66.1, 64.9, 63.6, 73.0
O=C(Nc1ccc(NC(=O)c2cc(O)c(O)c(O)c2)cc1)c1cc(O)c(O)c(O)c1
 : 84.5, 87.4, 95.9, 98.5, 99.0, 98.6, 110.9, 100.2
Cc1ccc(-c2n[nH]c(=O)c3c2sc2ncc(-c4ccc(C)cc4)n23)cc1
 : 83.6, 98.2, 104.5, 95.7, 97.8, 93.6, 113.2, 105.8
Cn1cc(-c2nnc(N)nc2-c2c[nH]c3ccc(Br)cc23)c2ccccc21
 : 106.0, 85.2, 100.8, 91.1, 79.2, 106.4, 102.8, 101.4
CCN1C(=O)N(CC)C2C1NN=c1s/c(=C\c3ccc(OC)cc3)c(=O)n12 (stereo not given)
 : 56.3, 57.3, 17.1, 21.6, -10.8*, 34.5, 56.4, 40.2
CCOc1ccc2cc(-c3nn(CC(C)(C)CO)c(N)c3C(N)=O)ccc2n1
 : 90.9, 54.5&79.0, 44.5&91.5, 78.1&101.0, 80.9&100.9, 102.5, 100.4&122.4, 85.7&106.6
COc1cc2nc(Cl)nc(Nc3cccc(C4=Nc5c(N)nc(N)nc5NC(c5cc(OC)c(OC)c(OC)c5)C4)c3)c2cc1OC (stereo not given)
 : 97.4, 61.0, 78.7, 99.3, 89.8, 80.0, 107.2, nt
CCOC(=O)Nc1cc(-c2cccnc2)cc2c(C(C)=O)c(C)[nH]c12
 : 107.1, 86.4, 99.9, 90.0, 97.6, 103.4, 112.3, 95.2
C=CCc1c2c(c(OC)c3ccoc13)C(=O)/C(=C/c1ccc(Cl)cc1)O2
 : 104.8, 92.9, 92.5, 89.3, nt, 93.1, 105.5, 108.3
N#CN1c2ccccc2C=CC1O (stereo not given)
 : 81.4, 99.4, 63.1, 93.6, 85.7, 93.8, 97.7, 94.7
C[N+](C)(C)CCOC(OCC[N+](C)(C)C)(c1ccccc1)c1ccccc1
 : 103.2, 106.0, 98.6, 115.1, 109.6, 99.4, 103.8, 125.6
CCN(CC)c1ccc2nc3ccc(N=Nc4ccc(O)cc4)cc3[n+](-c3ccccc3)c2c1
 : -1.6*, 32.7, 36.5, nt, 46.3, 76.8, 52.2, 35.4
NS(=O)(=O)c1ccc(NC(=O)CCC(=O)O)cc1
 : 92.6, 96.4, 100.7, 106.4, 106.3, 101.2, 113.6, 106.4
COc1ccc(C(=O)n2nc(CC(=O)NCc3ccccc3)nc2N)cc1
 : 104.6, 105.1, 101.5, 103.3, 111.2, 97.5, 107.6, nt
N#CCC(=O)c1ccc(N)cc1
 : 104.8, 114.3, 98.2, 109.1, 98.4, 111.3, 112.1, nt
CCOc1ccccc1/C=N\Nc1ccc([N+](=O)[O-])cn1
 : 102.2, 93.3, 97.9, 106.3, 103.2, 106.3, 119.5, 99.6
O=C(O)CC(Br)Br
 : 97.4, 92.8, 49.9, nt, 102.4, 117.3, 117.5, 99.1
O=C(CN1CCN(CCN2C(=O)c3cccc4cccc(c34)C2=O)CC1)Nc1nc2ccccc2s1
 : 106.1, 75.6, 98.0, 117.4, 80.4, 131.4, 120.4, 102.4
COc1ccc(NC(c2ccc(C(F)(F)F)cc2)c2c(C)[nH]c3ccccc23)cc1 (stereo not given)
 : 87.0, 86.5, 86.9, 92.2, 105.5, 106.8, 103.9, 106.6
CCOc1ccc2c(c1)C(C)=CC(C)(C)N2
 : 114.6, 99.9, 88.7, 103.6, 99.9, nt, 113.0, 116.6
CCOC(=O)c1csc(NC(=O)c2ccc(N3CCN(C)CC3)c([N+](=O)[O-])c2)n1
 : 99.4, 80.3, 94.9, 94.3, 95.8, 102.5, 103.3, 95.6
Cc1ccc(C2=Nc3nc4ccccn4c3C(=O)[C@@H]3CCCN23)cc1
 : 98.8, 89.8, 87.4, 94.0, 92.5, 104.6, 108.3, 101.7
Fc1ccc(-c2ccnc3nc(-c4cccnc4)nn23)cc1
 : 114.0, 95.5, 101.9, 114.0, 100.3, nt, 112.2, 104.5
COc1cccc(Nc2nc(NCCO)c3ccccc3n2)c1
 : 95.8, 75.2, 75.0, 62.4, 78.2, 102.7, 91.7, 75.7
Clc1nc2ccccc2cc1Cn1nnc(SCc2ccccc2)n1
 : 105.1, 79.6, 90.8, 88.6, 85.5, 100.3, 105.8, 92.7
Nc1nc(Nc2ccccc2)nn1Cc1ccccc1
 : 104.1, 97.8, 98.3, 98.7, 100.9, 102.6, 105.7, 99.3

# Assay outcomes (PubChem)
